CSM14.1 death rescue = rescue of cells from ER stress-induced death, primary screen, 384-well, CSM14.1, thapsigargin, ATP luminescence (AID 1222); CSM14.1 thapsigargin-induced death rescue, ATP luminescence; higher % means a stronger effect; one-dose cellular ATP content (survival), % at 20 µM; EC50 in µM for titrated hits; 190,000 tested, under 10 active;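 active = EC50 below 50 µM in the dose-response confirmation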;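 note: death triggered by thapsigargin at about 15 µM added after 2 h compound pretreatment; cell ATP read after overnight thapsigargin exposure of roughly 18 to 22 hours; normalized against plate controls of thapsigargin alone and 5% DMSO vehicle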
M1AAP inhibition = P. falciparum M1AAP inhibitors, biochemical, fluorogenic H-Leu-NHMec substrate, 1536-well (AID 1445); inhibition, % at 30 µM, or IC50 in µM where a hit was titrated; recombinant M1AAP, H-Leu-NHMec fluorogenic kinetic assay; higher % means a stronger effect; Aminopeptidase N (Plasmodium falciparum (isolate 3D7)); actives 0.42% (n = 220,000);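 active = primary inhibition above the hit cutoff, then over 50% inhibition at one or more dose response concentrations, cut at about 23% in these data, passing the limit was not always enough; inconclusive = conflicting primary data, or primary hits not chosen for dose response; inactive = low primary inhibition, or under 50% at every dose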;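 note: plate controls were DMSO full reaction for no effect and no enzyme background for full effect; strong numbers were not always called active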
Myeloid diff 2 = induction of myeloid progenitor differentiation, primary screen, cell-based, flow cytometry, MLPCN library | ER-HoxA9 myeloid progenitors, lysozyme-GFP differentiation | calls only at 10 µM | actives 1% (n = 360,000);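 active = normalized GFP-positive differentiation at or above the plate's own cutoff, the solvent-only control mean plus 3 SD; inconclusive = no clear call, values can overlap the other calls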;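 note: cells exposed to compound for four days before flow analysis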
human PMI inhibitors = human PMI inhibitors, high substrate, primary screen, biochemical, fluorescence intensity, high mannose 6-phosphate (AID 1220). recombinant PMI enzyme, coupled fluorescence intensity; higher % means a stronger effect. inhibition, % at 20 µM, or IC50 in µM where a hit was titrated. actives 0.66% (n = 190,000)
TNAP activation fold = human TNAP enzyme activators, primary screen, biochemical, luminescent, no phosphate acceptor, uHTS (AID 1001). actives 0.03% (n = 200,000). Alkaline phosphatase, tissue-nonspecific isozyme (Homo sapiens). activation fold at 20 µM, or EC50 in µM where a hit was titrated. purified TNAP, luminescent activation assay, no phosphate acceptor; higher activation fold means a stronger effect; in the data active = activation fold from about 3, or a potency from the dose series; inactive = the rest, 99 in 100 with activation fold below about 1.6; note: many of its hits are not listed in these tables
P. falciparum M17LAP = P. falciparum M17LAP inhibitors, primary screen, biochemical, fluorogenic H-Leu-NHMec substrate, 1536-well (AID 1619). Leucine aminopeptidase (Plasmodium falciparum (isolate 3D7)). recombinant M17LAP, H-Leu-NHMec fluorogenic kinetic assay; higher % means a stronger effect. inhibition, % at 30 µM; hits with a dose series show IC50 in µM. actives 0.38% (n = 220,000);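 active = compound inhibiting the enzyme by more than half at any dose during confirmatory dose-response retesting; inconclusive = strong single-dose inhibitors picked by rank but not retested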;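 note: plate controls were full reaction with DMSO carrier for no effect and no enzyme background for full effect; strong numbers were not always called active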
LYP phosphatase = inhibitors of LYP phosphatase, biochemical, fluorescence intensity, uHTS (AID 1779); actives 0.054% (n = 290,000); recombinant LYP phosphatase, fluorescence intensity; higher % means a stronger effect; inhibition, % at 11.5 µM; hits with a dose series show IC50 in µM; Tyrosine-protein phosphatase non-receptor type 22 (Homo sapiens);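 note: plate controls were vehicle with enzyme for no effect and no enzyme for full effect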
XIAP antagonists = XIAP antagonists, biochemical, IAP family, fluorescence polarization (AID 1018); XIAP BIR domain, fluorescence polarization peptide displacement; higher % means a stronger effect; E3 ubiquitin-protein ligase XIAP (Homo sapiens); actives 0.007% (n = 200,000); displacement, % at 20 µM; hits with a dose series show IC50 in µM; in the data active = displacement above about 50%; note: a part of the inactive calls stands beside numbers as strong as those of hits
human PMI inhibition = inhibitors of human PMI, primary screen, biochemical, fluorescence intensity, coupled assay (AID 1209) | Mannose-6-phosphate isomerase (Homo sapiens) | actives 0.42% (n = 190,000) | inhibition, % at 20 µM, or IC50 in µM where a hit was titrated | purified PMI enzyme, coupled fluorescence intensity; higher % means a stronger effect;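 note: plate controls were DMSO vehicle for no effect and wells lacking substrate for full effect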
Myeloid diff 2 GFP+ MAC1+ % = recorded beside Myeloid diff 2, whose call it bears; GFP+ MAC1+ double positive, %; measured here: differentiation confirmed by MAC1 staining
Numbers without * were called inactive; i = inactive; ? = inconclusive; · = no result given; + = active, no number. Cut-off read from the data, not from the text of the source, unless noted: active = inhibition above about 50%; inactive = the rest. Not a hit list; about 2.7% have a hit in one of these screens.

SMILES	CSM14.1 death rescue	M1AAP inhibition	Myeloid diff 2	Myeloid diff 2 GFP+ MAC1+ %	human PMI inhibitors	TNAP activation fold	P. falciparum M17LAP	LYP phosphatase	XIAP antagonists	human PMI inhibition
Cn1c2ccc(F)cc2c2ncn(Cc3ccco3)c(=O)c21	8.9%	1%	i	1.5	18%	1.1	3%	-6%	-1.6%	17%
C=CCn1c(SCc2ccc(F)cc2)nc2c1c(=O)[nH]c(=O)n2C	-1.1%	13%	i	2.3	-1%	1.2	-1%	0%	-0.6%	-1%
C(=N\N1CCN(Cc2ccccc2)CC1)/c1ccc(-c2ccccc2)cc1	-1.3%	12%	i	0.3	-5%	1.2	5%	1%	3.6%	-5%
COc1ccc(S(=O)(=O)Nc2cc(C(=O)NCCCN3CCOCC3)ccc2N2CCOCC2)cc1	-0.4%	2%	i	0.1	5%	1.1	7%	-4%	1.2%	1%
Cc1cc(C)c(C#N)c(SCSCc2ccccc2)n1	-1.0%	7%	i	7.0	3%	1.1	1%	-7%	-9.7%	8%
O=C(CN(CC1CCCO1)C(=O)c1nsc(Cl)c1Cl)NC1CCCC1 (stereo not drawn)	0.9%	1%	i	0.4	-8%	1	-5%	-8%	-6.6%	-7%
Cc1c(CN2CCCCC2C)c(=O)n(-c2ccccc2)n1C (stereo not drawn)	-0.9%	-6%	i	9.9	5%	1.1	-2%	-3%	-8.3%	14%
COc1ccc(C2(CNC(=O)CCC(=O)O)CCCC2)cc1	-3.8%	-2%	i	1.2	3%	1.1	3%	-4%	6.1%	6%
CCCOc1ccc(C(=O)C(CCC(CNCC)C(=O)c2ccc(OCCC)cc2)CNCC)cc1 (stereo not drawn)	1.1%	4%	?	·	-6%	1	4%	-7%	-1.3%	-3%
CCCCSCCCNC(=O)CS(=O)Cc1nc(-c2cccc(C)c2)oc1C (stereo not drawn)	·	7%	i	1.1	18%	1	9%	4%	-1.6%	23%
O=C(c1ccc(NC(=S)NCc2ccc(Cl)cc2)cc1)N1CCCCC1	-0.6%	-4%	i	0.6	7%	1.1	6%	2%	-10%	-8%
COc1ccc(C)cc1S(=O)(=O)N1CCCCCC1	·	4%	i	0.5	·	·	8%	-8%	·	·
CC(O)Cc1cn(CC(=O)N2CCNCC2)nn1 (stereo not drawn)	·	-11%	i	1.4	·	·	-9%	-5%	·	·
COCCCn1c(=NC(=O)c2ccncc2)c(C#N)cc2c(=O)n3cccc(C)c3nc21	-0.3%	?	i	2.5	-28%	1.1	-33%	-35%	-3.6%	-4%
Cc1nc(/N=C(\N)Nc2ccccc2)nc2ccccc12	1.9%	14%	·	·	-4%	1.1	0%	1%	-1.8%	-2%
COc1cc(COCC(O)CN2CCN(CCN3C(=O)c4cccc5cccc(c45)C3=O)CC2)cc(OC)c1OC (stereo not drawn)	2.9%	10%	+	3.1*	-39%	1.1	28%	-3%	-4.3%	-33%
O=C(NNC(=O)c1cc(-c2ccco2)nc2ccccc12)c1ccccc1	·	9%	i	1.0	·	·	-1%	-5%	·	·
COc1ccc(CN(C)C(=S)Nc2ccc(Cl)cc2)cc1	-0.4%	1%	i	0.4	7%	1.1	-1%	-6%	-4.2%	0%
COc1ccc(OCCC(=O)OCC(=O)NCCc2ccccc2)cc1	-0.3%	0%	i	1.1	4%	1.1	0%	-8%	-4.9%	6%
CC1=C(C)CC(C(=O)NNC(=O)c2csc(C)c2C)C(C(=O)O)C1 (stereo not drawn)	-0.7%	-5%	i	0.2	3%	1	44%	-4%	-8.5%	-5%
S=C(NCCN1CCOCC1)NC1CCCCC1	·	8%	i	1.1	·	·	9%	-8%	·	·
O=C(O)CCCn1c(O)c(C=C2N=c3ccccc3=N2)sc1=S	·	0%	i	0.8	·	·	25%	1%	·	·
Cc1ccc(NC(=O)Cc2ccc(Cl)c(Cl)c2)cc1S(=O)(=O)N(C)C	-1.7%	-3%	i	0.6	-2%	1.2	-5%	0%	-2.8%	1%
Cc1ccc(N2CCOCC2)c2c1C(=O)c1ccccc1C2=O	1.6%	3%	i	1.0	17%	1	2%	-4%	13%	11%
Cn1cc(S(=O)(=O)CC(=O)N2CCc3ccccc32)c2ccccc21	-1.6%	-2%	i	4.9	20%	1.2	-4%	-7%	-4.0%	14%
COc1ccc(C2/C=C\CN(S(=O)(=O)/C=C/c3ccccc3)CC(=O)N2Cc2ccc(F)cc2)cc1 (stereo not drawn)	·	-3%	i	1.5	·	·	-11%	4%	·	·
Cc1sc2ncnc(NCC3(N4CCOCC4)CCCCC3)c2c1C	-0.4%	4%	i	0.2	4%	1.1	-15%	-10%	-4.4%	4%
O=C(NCc1cccnc1)C1CCCN(S(=O)(=O)c2ccccc2)C1 (stereo not drawn)	-2.4%	6%	i	1.2	4%	1.1	0%	-2%	-4.5%	14%
N#CC1=C(N)C(C#N)(C#N)[C@H](c2ccoc2)[C@H]2CN(Cc3ccccc3)CC=C12	-1.3%	15%	i	1.4	5%	1.1	-17%	-3%	-1.3%	10%
CC(C)Oc1ccc(Cc2n[nH]c(=S)n2Cc2ccccc2)cc1Cl	-2.2%	5%	i	0.3	9%	1.1	5%	8%	-1.7%	7%

Whole records, quoted from the list.
CC(O)Cc1cn(CC(=O)N2CCNCC2)nn1 (stereo not drawn) across the screens: CSM14.1 death rescue: ·; M1AAP inhibition: -11%; Myeloid diff 2: i; Myeloid diff 2 GFP+ MAC1+ %: 1.4; human PMI inhibitors: ·; TNAP activation fold: ·; P. falciparum M17LAP: -9%; LYP phosphatase: -5%; XIAP antagonists: ·; human PMI inhibition: ·
CCCCSCCCNC(=O)CS(=O)Cc1nc(-c2cccc(C)c2)oc1C (stereo not drawn) across the screens: CSM14.1 death rescue: ·; M1AAP inhibition: 7%; Myeloid diff 2: i; Myeloid diff 2 GFP+ MAC1+ %: 1.1; human PMI inhibitors: 18%; TNAP activation fold: 1; P. falciparum M17LAP: 9%; LYP phosphatase: 4%; XIAP antagonists: -1.6%; human PMI inhibition: 23%

The listing continues.
SMILES	CSM14.1 death rescue	M1AAP inhibition	Myeloid diff 2	Myeloid diff 2 GFP+ MAC1+ %	human PMI inhibitors	TNAP activation fold	P. falciparum M17LAP	LYP phosphatase	XIAP antagonists	human PMI inhibition
CC(C)c1nnc(SCc2ccc(CSc3nnc(C(C)C)n3N)cc2)n1N	3.9%	-1%	i	0.9	-11%	1	-4%	-5%	-4.9%	-4%
O=C(C1CCC(Cn2c(=O)[nH]c3ccccc3c2=O)CC1)N1CCN(c2ccccc2)CC1 (stereo not drawn)	10%	7%	i	2.7	8%	1.1	-6%	3%	-3.2%	2%
Cc1cc(C)cc(C(=O)NCCn2cc(SCC(=O)N3CCOCC3)c3ccccc32)c1	-0.9%	10%	i	2.9	20%	1	-5%	2%	-15%	18%
O=C(Oc1ccccc1-c1nnco1)c1ccccc1	-0.6%	-3%	i	0.7	-4%	1	8%	-8%	-2.5%	-12%
O=C(N/N=C/c1c[nH]c2ccc(Br)cc12)c1ccccn1	-1.6%	10%	i	0.1	2%	1.2	15%	5%	-7.2%	-2%
CCCCn1c(=O)c(C(C)=O)c(O)c2ccccc21	0.0%	-1%	i	0.4	6%	1.1	16%	3%	-4.5%	7%
Cc1ccc(/C=C/C(=O)Nc2ccc([N+](=O)[O-])cc2)o1	-2.2%	6%	i	6.1	2%	1	3%	-8%	-11%	14%
Cc1ccc(C(C(=O)NC2CCCCC2)N(Cc2cccnc2)C(=O)C2COc3ccccc3O2)o1 (stereo not drawn)	-1.2%	3%	+	26*	7%	1.2	0%	-1%	-0.8%	9%
CN(Cc1ccccc1)c1oc(-c2ccco2)nc1C#N	-1.1%	7%	i	0.8	7%	1.1	-4%	-12%	-3.1%	14%
CCOC(=O)C1=C(NC(=O)c2ccc(Br)o2)Nc2ccccc2N=C1	0.1%	7%	i	0.7	-12%	1.1	-1%	-3%	-2.9%	-3%
Cc1ccc(NC(=O)c2ccc(CSc3nnc(-c4ccncc4)n3C)cc2)cc1	-5.0%	7%	i	0.6	8%	1.1	10%	-4%	-2.8%	2%
CCC1=Nc2cc(C(=O)NCc3ccco3)ccc2Sc2ccc(C)cc21	-2.1%	7%	?	·	16%	1.1	-6%	6%	-6.2%	20%
CCCCNC(=O)NNC(=O)c1ccco1	-2.8%	3%	i	0.3	2%	1.1	5%	-6%	-3.0%	7%
NC(=O)c1coc(-c2ccccc2)n1	1.1%	0%	i	0.2	4%	1.1	-2%	-6%	-4.2%	-6%
COc1ccc(CCNC(=O)CN2CCC(C(N)=O)CC2)cc1	-2.1%	-7%	i	0.9	-3%	1.1	-1%	-3%	-6.3%	-5%
COc1ccc(N2CC(=O)N(c3ccccc3)C2=S)cc1	-1.1%	1%	i	0.5	-3%	1.1	-3%	-3%	-1.4%	8%
O=C(CSc1ncccn1)NCc1ccc(Cl)cc1	-0.1%	-2%	i	1.2	-4%	1.1	-1%	-4%	2.7%	-3%
Cc1cccc(CC2CC(=O)N(c3nc4ccccc4s3)C2=O)c1 (stereo not drawn)	-1.7%	14%	i	0.5	-6%	1.1	10%	-5%	-11%	-5%
Cc1ccc(NC(=O)C2C3CC4OC(=O)C2C4C3)cc1Cl (stereo not drawn)	-1.2%	10%	i	0.8	10%	1.1	5%	3%	-5.4%	12%
Cc1ccc(CN2CCC(CO)(CC3CCCCO3)CC2)o1 (stereo not drawn)	-1.5%	5%	i	0.2	17%	1.1	9%	-4%	-3.8%	19%
COc1ccc(NC2=NCCC2)cc1	-3.2%	6%	i	0.8	-4%	1.1	6%	-10%	-7.2%	-6%
O=C(c1ccccc1)N1CCN(S(=O)(=O)c2cccc(NS(=O)(=O)c3ccccc3)c2)CC1	-5.6%	-1%	i	0.2	-2%	1	2%	-8%	-15%	-5%
O=C1C2C3C=CC(C3)C2C(=O)N1c1n[nH]c(CCc2ccccc2)n1 (stereo not drawn)	-1.1%	-4%	i	7.7	16%	0.3	39%	-2%	-6.3%	15%

Some of the entries above, set out differently:
SMILES: COc1ccc(NC2=NCCC2)cc1
  CSM14.1 death rescue = -3.2%	M1AAP inhibition = 6%	Myeloid diff 2 = i	Myeloid diff 2 GFP+ MAC1+ % = 0.8	human PMI inhibitors = -4%	TNAP activation fold = 1.1	P. falciparum M17LAP = 6%	LYP phosphatase = -10%	XIAP antagonists = -7.2%	human PMI inhibition = -6%
SMILES: O=C(c1ccccc1)N1CCN(S(=O)(=O)c2cccc(NS(=O)(=O)c3ccccc3)c2)CC1
  CSM14.1 death rescue = -5.6%	M1AAP inhibition = -1%	Myeloid diff 2 = i	Myeloid diff 2 GFP+ MAC1+ % = 0.2	human PMI inhibitors = -2%	TNAP activation fold = 1	P. falciparum M17LAP = 2%	LYP phosphatase = -8%	XIAP antagonists = -15%	human PMI inhibition = -5%
